Screening results deposited in PubChem by National Center for Advancing Translational Sciences (NCATS).
ALDH1A1 block: qHTS Assay for Inhibitors of Aldehyde Dehydrogenase 1 (ALDH1A1); Potency, µM (titrated, usually from 75.3 µM), without a hit: at the top dose activity, negative = inhibition, usual class: inhibitors; Purified ALDH1A1, NADH fluorescence, propionaldehyde substrate; actives 7.3% (n = 220,000); Aldehyde dehydrogenase 1A1 (Homo sapiens), P00352; active means well fitted inhibition curve with a large enough effect, not every such curve was filed as active; inconclusive means small, poorly fitted or top-dose-only effect, or another doubt; inactive means no such curve, though single readings can be large or run the other way;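 further: plate controls were no enzyme wells and a reference inhibitor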
Target sequence (P00352 whole entry, looked up): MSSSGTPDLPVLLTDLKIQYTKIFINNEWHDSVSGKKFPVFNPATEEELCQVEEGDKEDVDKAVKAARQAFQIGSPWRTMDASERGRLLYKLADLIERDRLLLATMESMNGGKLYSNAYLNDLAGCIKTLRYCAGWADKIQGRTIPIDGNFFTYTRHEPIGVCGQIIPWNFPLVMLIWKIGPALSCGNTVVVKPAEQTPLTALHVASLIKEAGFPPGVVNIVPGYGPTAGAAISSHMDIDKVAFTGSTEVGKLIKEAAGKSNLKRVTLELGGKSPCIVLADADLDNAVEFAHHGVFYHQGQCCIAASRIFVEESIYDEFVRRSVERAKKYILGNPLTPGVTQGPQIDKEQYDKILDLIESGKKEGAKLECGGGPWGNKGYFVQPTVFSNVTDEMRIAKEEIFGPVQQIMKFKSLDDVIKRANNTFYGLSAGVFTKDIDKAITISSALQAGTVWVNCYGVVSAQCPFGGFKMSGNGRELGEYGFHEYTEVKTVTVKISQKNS
HTT cytoprotect: qHTS Multiplex Assay to Identify Dual Action Probes in a Cell Model of Huntington: Cytoprotection (ATP) | Potency, µM (doses to about 56.4 µM), for the others: cytoprotection (ATP increase), hits mostly activators | actives 0.14% (n = 230,000) | PC12 HTT-Q103 induced, cytoprotection, ATP luminescence, 40 h;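 further: % of control where 0% means no effect; nearly all actives have a fitted effect of over 45% in size; toxic huntingtin expression switched on by the ecdysone agonist tebufenozide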
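Readout: ATPlite luminescence (ATP level). Model: stable PC12, inducible Htt exon1 Q103-GFP. Inducer: tebufenozide, 100 nM final. Compounds: dose series. No G418 in medium.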
SMN2 splice up: qHTS Assay for Enhancers of SMN2 Splice Variant Expression; HEK293 SMN2-luciferase splicing reporter, luminescence, 30-36 h; Potency, µM (highest dose often 46.1 µM), without a hit: top-dose activity change, positive = activation, usual class: activators; actives 2.8% (n = 210,000); AID 1458, 2008; further: % of control where 0% means no effect; nearly all actives have a fitted effect of over 55% in size
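HEK293 cells carry an SMN2 minigene-luciferase reporter in which exon 7 inclusion puts luciferase in frame. Cells were seeded at 2000 cells/well, attached for 10-12 hours, then exposed to compounds for 30-36 hours at 37C before ONE-Glo luminescence.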
KDM4E inh: qHTS Assay for Inhibitors of Human Jumonji Domain Containing 2E (JMJD2E); JMJD2E catalytic domain, FDH-coupled NADH fluorescence (FDH is formaldehyde dehydrogenase); Potency, µM (series often up to 57.1 µM), for the others: at the top dose activity change, negative = inhibition, most hits filed as inhibitors; AID 2147, 2009; actives 1.6% (n = 230,000); active means well fitted inhibition curve with a large enough effect, not every such curve was filed as active; inconclusive means small, poorly fitted or top-dose-only effect, or another doubt; inactive means no such curve, though single readings can be large or run the other way;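 further: 0% = wells with enzyme and -100% = buffer wells without enzyme; nearly all actives have a fitted effect of over 50% in size; many of its hits are not listed in these tables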
Target sequence (B2RXH2 1-337 limits assumed): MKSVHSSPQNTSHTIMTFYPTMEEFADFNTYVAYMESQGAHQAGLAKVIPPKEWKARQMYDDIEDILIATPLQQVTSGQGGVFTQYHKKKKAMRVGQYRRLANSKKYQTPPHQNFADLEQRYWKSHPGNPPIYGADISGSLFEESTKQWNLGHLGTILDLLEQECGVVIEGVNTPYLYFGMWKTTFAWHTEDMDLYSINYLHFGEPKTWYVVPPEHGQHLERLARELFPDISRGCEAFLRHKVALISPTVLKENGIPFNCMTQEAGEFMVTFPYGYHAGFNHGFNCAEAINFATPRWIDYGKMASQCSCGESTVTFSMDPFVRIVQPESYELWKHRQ
Tau FP inhib: qHTS for Inhibitors of Tau Fibril Formation, Fluorescence Polarization | K18 P301L tau heparin fibrillization, Alexa594 FP, 6 h | actives 0.39% (n = 280,000) | Potency, µM (highest dose often 57.7 µM), for inactives: at the highest dose activity, negative = inhibition, most hits filed as inhibitors; further: on the % scale 0 is the no-effect control and ±100 the full control effect; nearly all actives have a fitted effect of over 55% in size
Target sequence (P10636 561-689 P618L limits assumed): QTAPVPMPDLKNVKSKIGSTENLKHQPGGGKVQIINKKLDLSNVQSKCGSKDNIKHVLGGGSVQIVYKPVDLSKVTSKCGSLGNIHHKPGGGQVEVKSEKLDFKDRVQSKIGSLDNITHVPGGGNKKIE
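Read-out: fluorescence polarization of Alexa 594-labeled tau (0.24 uM), 555 nm excitation, 632 nm emission. Mixtures held 15 uM unlabeled K18 P301L, compound and 20 uM heparin, pH 7 acetate buffer, incubated 6 hr at 37 C.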
Tau ThT inhib: qHTS for Inhibitors of Tau Fibril Formation, Thioflavin T Binding; Microtubule-associated protein tau (Homo sapiens), P10636; recombinant tau K18 P301L, heparin-induced fibrillization, ThT fluorescence; Potency, µM (top dose mostly 57.4 µM), for the others: at the highest dose activity, negative = inhibition, actives largely listed as inhibitors; actives 2.1% (n = 270,000); AID 1460, 2008; further: on the % scale 0 is the no-effect control and ±100 the full control effect; nearly all actives have a fitted effect of over 55% in size
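Heparin-induced fibrillization of the P301L-mutant K18 repeat-domain fragment of human tau was followed by ThT binding in quantitative high-throughput format.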
HTT aggregate: qHTS Multiplex Assay to Identify Dual Action Probes in a Cell Model of Huntington: Aggregate Formation (GFP). PC12 HttQ103-GFP aggregates, Acumen cytometry, 40 h. Potency, µM (doses to about 46.1 µM), for inactives: top-dose activity change, negative = inhibition, hits mostly inhibitors. actives 1.1% (n = 220,000); further: on the % scale 0 is the no-effect control and ±100 the full control effect; nearly all actives have a fitted effect of over 60% in size
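Multiplexed with ATP-based cell death, this channel scores GFP aggregates in PC12 cells expressing inducible HTTex1-Q103-GFP. Induction used 100 nM tebufenozide; compounds were tested in concentration series.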
Tau fluor counter: Counterscreen qHTS for Inhibitors of Tau Fibril Formation, Fluorescence Polarization. tau K18 P301L Alexa594 fluorescence, heparin fibrillization. Potency, µM (series often up to 57.7 µM), for inactives: at the highest dose activity change, negative = decrease. actives 0.93% (n = 280,000). AID 1463, 2008; further: on the % scale 0 is the no-effect control and ±100 the full control effect; nearly all actives have a fitted effect of over 55% in size
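Human tau K18 P301L (15 uM unlabeled, 0.24 uM Alexa 594-labeled) in 100 mM sodium acetate pH 7 with 20 uM heparin, 6 hr at 37 C. ThT 30 uM added, 1 hr ambient; Alexa 594 FP and total fluorescence read at 555/632 nm.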
Active calls of the source: *; ? = inconclusive; . = not tested or not shown; & = joins results of further samples; [ ] = another dose, or the depositor's remark. Unless noted, the call rests on the fitted dose curve; in most records, active means well fitted curve in the direction sought with a large enough effect; inconclusive means small, poorly fitted or top-dose-only effect, or another doubt; inactive means no such curve, though single readings can be large; an effect the other way counts as inactive or inconclusive. Potency means the concentration at half of the fitted maximal effect. Some of the compounds tested; the hit share may differ from the screen's.

SMILES	ALDH1A1 block	HTT cytoprotect	SMN2 splice up	KDM4E inh	Tau FP inhib	Tau ThT inhib	HTT aggregate	Tau fluor counter
Cc1ccc(S(=O)(=O)N2CCOCC2)cc1C(=O)NCCN1C(=O)S/C(=C\c2ccccc2Cl)C1=O	3%	-25%[0.074 µM]	-7%	3%	-2%	-9%	29%	-9%
CCC(=O)Nc1cccc(NC(=O)c2ccc(Br)cc2)c1	-2%	-19%[10 µM]	?	-15%	-8%	0%	-14%	-1%
CCC(=O)N1CCc2cc(S(=O)(=O)CCC(=O)N3CCN(c4cccc(C)c4)C(C)C3)ccc21 (stereo not given)	.	.	-31%[inhibitor]	.	-3%	?	.	-12%
CCOC(=O)c1oc2cc(C)cc(C)c2c1C	.	4%[10 µM]	.	-9%	3%	8%	-26%[9.22 µM]	13%
CCCCNC(=O)CSc1nnc(-c2ccco2)n1C	?	4%[10 µM]	4%	-1%	-2%	1%	-6%	4%
O=C(c1ccc(Cn2cc(Br)cn2)o1)N1N=C(C(F)F)CC1(O)C(F)F (stereo not given)	-1%	14%	-11%	-4%	3%	-7%	-14%	-11%
CC1=C(C(=O)Nc2ccccn2)C(c2ccc(F)cc2)n2ncnc2N1 (stereo not given)	?	10%	-11%	4%	?	-5%	11%	-16%
CC1(C)SC(=S)N(NC(=O)Nc2ccccc2)C1N(O)C(=O)Nc1ccccc1 (stereo not given)	-10%	-32%	0%	2%	?	-7%	-10%	?
Cc1ccc(Cl)cc1N1CCN(C(=O)C(=O)N2CCCCC2)CC1	?	15%[10 µM]	-6%	-25%	10%	-2%	15%	1%
CCOC(=O)C1CCN(c2cc(C)nc3cc(-c4cccc(F)c4)nn23)CC1	?	-8%[10 µM]	1%	-4%	0%	14%	-3%	10%

Grouped by structure, those above with a Cl atom.
SMILES	ALDH1A1 block	HTT cytoprotect	SMN2 splice up	KDM4E inh	Tau FP inhib	Tau ThT inhib	HTT aggregate	Tau fluor counter
Cc1ccc(S(=O)(=O)N2CCOCC2)cc1C(=O)NCCN1C(=O)S/C(=C\c2ccccc2Cl)C1=O	3%	-25%[0.074 µM]	-7%	3%	-2%	-9%	29%	-9%
Cc1ccc(Cl)cc1N1CCN(C(=O)C(=O)N2CCCCC2)CC1	?	15%[10 µM]	-6%	-25%	10%	-2%	15%	1%

(list continues)
SMILES	ALDH1A1 block	HTT cytoprotect	SMN2 splice up	KDM4E inh	Tau FP inhib	Tau ThT inhib	HTT aggregate	Tau fluor counter
Cc1cn(S(=O)(=O)c2cc(Br)ccc2Br)cn1	5%	.	6%	4%	2%	-6%	12%	1%
COC(=O)c1ccc(COc2ccc(-c3nnn(CC(N)=O)n3)cc2)cc1	5%	-35%[inhibitor]	15%	9%	12%	-7%	?	-1%
O=C(NNS(=O)(=O)c1ccccc1)c1cc2cc3ccccc3nc2s1	8%	-19%	12%	8%	0%	9%	6%	-1%
CCOc1ccccc1N(CC(=O)NCC1CCCO1)C(=O)CCC(=O)Nc1ccccn1 (stereo not given)	?	-6%[10 µM]	4%	6%	3%	-7%	-12%	-5%
CCOC(=O)c1[nH]cnc1N=Nc1c(O)ccc2ccccc12	1%	.	-96%[inhibitor]	?	-10%	?	7%	-11%
N#CCC(=O)N/N=C1\CCCCC1C1CCCCC1 (stereo not given)	?	-13%[10 µM]	15%	11%	-2%	2%	-17%	-1%
CCn1c(/C=C\c2ccccc2C)nc2ccccc2c1=O	2%	-12%[10 µM]	.	-8%	-9%	-20%	-11%[9.22 µM]	-19%
CC(C)NC(=O)NC(=O)COC(=O)/C=C/c1ccccc1[N+](=O)[O-]	-12%	2%[10 µM]	2%	-3%	2%	-12%	14%	-13%
CCC(=O)Nc1ccc2nc3c(=O)n(C)c(=O)n(C)c3nc2c1	.	.	1%	.	-5%	-14%	.	-7%
CC(C)CCN1CCN(Cc2ccoc2)CC1CCO (stereo not given)	.	7%[10 µM]	.	-2%	2%	1%	-28%[9.22 µM]	4%
Cc1ccc(-n2cc(CN3CCNC(=O)CC3)c(-c3ccc(F)cc3)n2)cc1	.	10%[10 µM]	.	-22%	-9%	-14%	-3%[9.22 µM]	-28%
CC1CN(C(=S)Nc2ccccc2)N(c2ccccc2)C1 (stereo not given)	?	-2%	28%	-1%	-1%	-8%	-3%	-5%
CCCCc1ccc(C(=O)Nc2ccc3nc(N(CC)CC)cc(C)c3c2)cc1	.	.	10%	.	?	?	.	?
O=C(O)c1ccc(S(=O)(=O)c2ccc3c(c2)C(=O)N(NC(=O)c2cccnc2)C3=O)cc1	.	9%[10 µM]	.	-5%	-3%	-9%	5%[9.22 µM]	-12%
Cc1nn(-c2ccccc2)c(C)c1NC(=O)COc1ccc(F)cc1Cl	?	.	-74%[inhibitor]	3%	5%	10%	10%	2%
O=C(CSC1=NNC(c2ccccn2)S1)Nc1ccc(C(F)(F)F)cc1 (stereo not given)	.	-1%[10 µM]	.	-29%	7%	.	4%[9.22 µM]	-16%
O=C(CSc1ncccn1)NC(=O)NCc1ccco1	-5%	-8%	5%	2%	-11%	-11%	10%	-6%
Cc1ccc(-n2c(=O)c3cccnc3n2CC(=O)NCc2ccc(F)cc2)cc1C	.	.	-2%	.	-2%	-3%	.	?
CC1(C(=O)OCC(=O)NC(=O)NCc2ccccc2)CC1(Cl)Cl (stereo not given)	-2%	-6%[10 µM]	5%	-5%	0%	-5%	5%	-6%
COc1cccc([C@@H]2Oc3ccc(Br)cc3C(=O)[C@H]2OC(=O)N[C@H]2CCCc3ccccc32)c1	?	8%	4%	3%	-1%	-6%	.	-6%
CCc1ccc2c(c1)NC(c1ccc(OC)cc1)=NC(c1ccncc1)=N2	.	.	5%	.	12%	?	.	-26%
CCN1C(C(=O)c2ccccc2)=C(Nc2ccccc2C)c2ccccc2S1(=O)=O	-5%	.	8%	4%	-9%	-4%	0%	-13%
CC(C)c1cc(CN2CCOCC2)cc(C(C)C)c1O	.	-9%[10 µM]	.	-11%	-7%	?	2%[9.22 µM]	-15%
O=C(CCCN1C(=O)/C(=C/c2cccs2)SC1=S)Nc1ccccn1	-18%	-9%[10 µM]	.	-12%	3%	3%	36%[9.22 µM]	-6%
Cc1ccccc1NS(=O)(=O)c1ccc2c(c1)n(C)c(=O)n2C	?	-3%[10 µM]	.	-1%	-14%	-11%	3%[9.22 µM]	-18%
Cc1cccc(NC(=O)CSc2nc3ccccc3o2)c1	2%	7%[10 µM]	?	0%	-3%	-14%	-5%	-20%
CCNS(=O)(=O)c1ccc(CCC(N)=O)cc1	18%	-16%	-6%	2%	-9%	6%	-3%[9.22 µM]	2%
O=c1c2ccccc2c(-c2ccc(Cl)cc2)nn1-c1ccccc1	-9%	-36%[10 µM]	-15%	-3%	-4%	-21%	-25%	-18%
O=C(CN1C(=O)CSC1=O)Nc1ccccc1F	-7%	7%	-1%	10%	-11%	-6%	9%	-8%
COc1ccc(OC)c(N=C(C)C2=C(O)COC2=O)c1	0%	-9%	11µM*	-6%	6%	-7%	-7%	-10%
CCCCCNc1nc(-c2ccccc2)nc(-n2ccnc2)n1	7%	-21%	-23%	4%	-5%	1%	24%	-3%
COc1cc(OC)cc(C(=O)N[C@H](C(=O)OCC(N)=O)C(C)C)c1	-10%	.	-3%	-6%	3%	2%	8%	6%
CCC(=O)Nc1ccc(C(=O)CSc2nnc(-c3ccccc3F)n2CCc2ccccc2)cc1	22µM*	-12%[1.9 µM]	-17%	7%	13%	1%	25%	-21%
Nc1c(C(=O)c2ccco2)oc2ccccc12	4%	-32%[inhibitor]	17%	-9%	2%	?	-6%	-10%
Cc1cnc(C(=O)OCC(=O)Nc2cccc(S(=O)(=O)N3CCCCC3)c2)cn1	-9%	11%[10 µM]	-3%	1%	3%	-2%	-1%	-14%
O=C(O)C1CSC2(CCN(Cc3ccccc3)CC2)N1 (stereo not given)	-7%	20%[10 µM]	6%	-23%	-1%	-10%	1%	-2%
ClCc1csc(N/N=C/c2cccs2)n1	.	4%[10 µM]	.	?	?	18µM*	9%[9.22 µM]	?
CC1(C)CC1C(=O)Nc1ccc([N+](=O)[O-])cc1Br (stereo not given)	-6%	12%[10 µM]	.	-4%	1%	-7%	5%	-11%
C/C=C1\C2C=C(C)CC1(N)c1ccc(=O)[nH]c1C2 (stereo not given)	8%&2%	-16%&-5%	-11%	.	4%&-3%	-4%&5%	3%	-1%&2%
COC(=O)C1(C(=O)OC)C/C=C\C/C=C\c2ccccc2[C@@H]1C[N+](=O)[O-]	2%&2%	6%&-13%	2%&8%	15%&1%	?	-9%&-5%	.	-18%&-6%
COc1ccc(-n2c(SCc3nc(-c4ccc(Cl)cc4)no3)nnc2-c2ccncc2)cc1	.	.	9%	.	1%	-5%	.	-7%
C=CCN1C(=O)N(c2ccc(Cl)cc2)C(=O)C1CC(=O)Nc1ccc(F)cc1 (stereo not given)	6%	-47%[inhibitor]	-1%	5%	-8%	-4%	11%	-14%
Oc1ccc2ccccc2c1CN1CCCC1	?	20%[10 µM]	.	32µM*	8%	?	19%[9.22 µM]	?
CN(O)C(=O)Nc1ccc([N+](=O)[O-])cc1	-7%	-23%	-1%	7%	-6%	-5%	13%[9.22 µM]	-15%
COc1cc2c(cc1OC)C(CSc1ccccc1C(=O)O)=NC(C)(C)C2	?	.	4%	?	-8%	?	.	-13%
Cc1cc(Cl)ccc1OCC(=O)NCC(=O)N/N=C/c1ccco1	?	3%	8%	-4%	-6%	-3%	-4%	3%
Cc1nc2sc(C(N)=O)c(N)c2c(C)c1CC(=O)c1ccccc1	-13%	-41%[inhibitor]	24%	-10%	-1%	-12%	3.5µM*	-24%
O=C(CCCN1C(=O)c2cccc3cccc(c23)C1=O)N1CCN(Cc2ccc3c(c2)OCO3)CC1	26%	-51%[inhibitor][10 µM]	-8%	6%	6%	14%	9%	11%
CCc1nn2c(=O)cc(COc3ccc(/C=C(\C#N)C(=O)Nc4ccc(C)cc4)cc3)nc2s1	.	.	-9%	.	4%	?	.	-9%
